High-throughput results deposited in PubChem BioAssay by Columbia University Molecular Screening Center.
mHtt clearance – compounds clearing mutant huntingtin protein. HeLa Exon1htt(103Q)mCFP, aggregate imaging; zero = plate's median compound well. inhibition, % at 1.5 µM. 0.42% of 47,000 active. AID 853;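 active means inhibition of aggregate fluorescence above about 70%, also judged a hit by eye on the cell image, limit read from the data, passing the limit was not always enough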;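 further: cells exposed to compound for three days before fixation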
mHtt clearance grain fraction – recorded beside mHtt clearance, whose call it bears; fraction fluorescence in grains; measured here: aggregate grain fluorescence fraction; hits give low values;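 scaled fraction of total cell fluorescence in grains with unit not stated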
The depositor's hits bear a star. An excerpt (hit frequency here may not be typical).

SMILES	mHtt clearance	mHtt clearance grain fraction
COc1ccc(C)cc1S(=O)(=O)N1CCN(c2cccc(C(F)(F)F)c2)CC1	-1	20
O=C(O)COc1cccc(NC(=O)C2CCCO2)c1 (stereo unspecified)	-23	20
O=S(=O)(O)CCN1CCOCC1	-21	42
O=C(COC(=O)c1cccs1)c1ccc2c(c1)OCCO2	-23	29
O=C1CC(N2CCCN(C3CC(=O)N(c4ccc(F)cc4)C3=O)CC2)C(=O)N1c1ccc(F)cc1 (stereo unspecified)	8	19
CCOC(=O)Cn1cnc2c(cnn2-c2ccc(Cl)cc2)c1=O	-60	60
CCC(C(=O)Nc1ccccc1C(=O)N1CCOCC1)N1C(=O)c2ccccc2C1=O (stereo unspecified)	45	11
CCOc1ccc(-c2nn(-c3ccccc3)cc2/C=C2\SC(N)=NC2=O)cc1C	-8	34
CC(=O)N=c1sc2ccccc2n1C	14	26
CC(C)Nc1nc(N(c2ccccc2)c2ccccc2)nc(-n2ccnc2)n1	-9	47
CS(=O)(=O)NCCSc1nnnn1-c1ccccc1	-38	26
CC(=O)C1=C(O)C(=O)N(CCc2c[nH]c3ccccc23)C1c1ccc(O)cc1 (stereo unspecified)	-31	50
Cc1nnc(N(CCC#N)CCC#N)s1	13	18
CSc1cccc(NC(=O)CSc2nnc(C)s2)c1	27	15
CCOC(=O)c1ccc(NC(=O)CN(Cc2ccc(Cl)cc2)S(C)(=O)=O)cc1	35	12
Cc1nc(-c2cccc(S(=O)(=O)N3CCCC(C)C3)c2)cs1 (stereo unspecified)	19	31
N#CC1=C(N)OC2=C(C(=O)CCC2)C1C1C=CCCC1 (stereo unspecified)	46	19
CCCCC(=O)Nc1cccc(-c2nn3c(C)nnc3s2)c1	18	15
O=C(Cn1nc(-c2ccccc2)c2ccccc2c1=O)Nc1ccccn1	10	18
Cc1cc(C)nc(N2CCCC(C(=O)Nc3ccc4c(c3)OCO4)C2)n1 (stereo unspecified)	-7	21
Cc1cc(C(=O)OCC(=O)N2CCN(C(=O)c3ccco3)CC2)c(C)n1-c1ccc(F)cc1	-36	46
COc1ccc(OCC(=O)Nc2ccccc2OC(F)F)cc1	-39	28
CCCOC(=O)c1ccc(-n2nnnc2SCC(=O)N2CCCCC2)cc1	-48	60
O=C(NCc1ccco1)c1cc2n(n1)C(C(F)(F)F)CC(c1ccc(Cl)c(Cl)c1)N2 (stereo unspecified)	14	19
CCOC(=O)C(C)(C)Sc1nc2c(cnn2-c2ccc(C)cc2)c(=O)[nH]1	-21	24

Brought forward from above: five entries, then new ones.
SMILES	mHtt clearance	mHtt clearance grain fraction
Cc1cc(C(=O)OCC(=O)N2CCN(C(=O)c3ccco3)CC2)c(C)n1-c1ccc(F)cc1	-36	46
COc1ccc(OCC(=O)Nc2ccccc2OC(F)F)cc1	-39	28
CCCOC(=O)c1ccc(-n2nnnc2SCC(=O)N2CCCCC2)cc1	-48	60
O=C(NCc1ccco1)c1cc2n(n1)C(C(F)(F)F)CC(c1ccc(Cl)c(Cl)c1)N2 (stereo unspecified)	14	19
CCOC(=O)C(C)(C)Sc1nc2c(cnn2-c2ccc(C)cc2)c(=O)[nH]1	-21	24
CCOC(=O)c1c(N)n[nH]c1-c1ccccc1	-24	26
CCC1CCCCN1C(=O)CSc1nnc(-c2ccco2)o1 (stereo unspecified)	49	22
CN(C)c1ccc(NC(=O)Nc2cccc(Cl)c2)cc1	-36	26
O=C(CSc1nnnn1-c1cccc2ccccc12)N1CCOCC1	-34	26
CC1(C)CC(=O)C2=C(C1)OC(N)=C(C#N)C2c1ccccc1 (stereo unspecified)	18	14
O=C(COC(=O)Cc1cn2ccsc2n1)NC12CC3CC(CC(C3)C1)C2	-27	47
CCN1CCN(/C=N/c2nc(C)cs2)CC1	7	36
CC(=O)c1cccc(NC(=O)N[C@@H](CC(C)C)C(=O)O)c1	15	29
CCOC(=O)c1sc(=S)n2c1[nH]c(=O)c1ccc(C(=O)OC)cc12	10	28
Cc1ccc(-c2nc3sc4c(c3c(=O)n2N)CC(C)(C)OC4)cc1	-21	28
c1ccc(-c2nnc3sc(Cc4cccs4)nn23)cc1	-25	23
Cc1cc(C(=O)OCCO)c(C#N)c(N)n1	-11	52
CCCn1c(C2CC(=O)N(c3ccc(C)cc3)C2)nc2ccccc21 (stereo unspecified)	-15	46
Cc1nc(C)c2c(=O)cc(-c3ccccc3)[nH]c2n1	6	19
CCOC(=O)c1cc2c(nc1N)CC(C)(C)OC2	66	6.8
Fc1ccc(OCCOCCNCC2CCCO2)cc1 (stereo unspecified)	0	19
COc1ccc(NC(=O)N(Cc2ccc(C)cc2)Cc2cccnc2)c(OC)c1	15	35
Cc1ccc(S(=O)(=O)N/N=C\c2cn(-c3ccccc3)nc2-c2ccccc2)cc1	22	26
Cc1cc(C(=O)N/N=C2\CC(=O)CC(C)(C)C2)n[nH]1	36	24
CCOc1cc(C(=O)Nc2ccc(S(=O)(=O)N3CCOCC3)cc2)cc(OCC)c1OCC	14	29
CN1CCN(S(=O)(=O)c2ccc(N)cc2)CC1	-86	62
CCC(NC(=O)c1ccccc1NC(=O)c1ccccc1)C(=O)O (stereo unspecified)	47	18
COc1ccccc1NC(=O)Cn1c(=O)oc2ccccc21	2	16
CC1(C)Cc2c(C#N)c(SCc3ccccc3)nc(N3CCOCC3)c2CO1	28	26
Cc1nc(SCC(=O)Nc2c(C)n(C)n(-c3ccccc3)c2=O)n[nH]1	-6	21

Three entries already listed, sorted by number of heavy atoms, high to low.
SMILES	mHtt clearance	mHtt clearance grain fraction
Cc1ccc(-c2nc3sc4c(c3c(=O)n2N)CC(C)(C)OC4)cc1	-21	28
Cc1nc(C)c2c(=O)cc(-c3ccccc3)[nH]c2n1	6	19
CCOC(=O)c1c(N)n[nH]c1-c1ccccc1	-24	26

Additional compounds follow:
SMILES	mHtt clearance	mHtt clearance grain fraction
CC(=O)OC1c2ccccc2C(=O)N1Cc1ccccc1 (stereo unspecified)	-6	36
C=CCn1c(=O)c(C(=O)NCCN(CC)CC)c(O)c2ccccc21	-37	50
CC(=O)OCCCCON1C(=O)c2ccccc2C1=O	4	32
O=C(CCS(=O)NCc1ccccc1)NCc1ccccc1 (stereo unspecified)	31	28
CCCN1C2=C(C(=O)CCC2)C(c2ccc(F)cc2)C2=C1c1ccccc1C2=O (stereo unspecified)	52	9
Cc1ccc(NS(C)(=O)=O)c(C(=O)c2ccccc2)c1	-9	30
CCn1nnnc1SCC(=O)N1c2ccccc2Sc2ccccc21	23	14
COc1ccc(NC(=O)C2CCCN(c3c4c(nc5ncnn35)CCC4)C2)cc1OC (stereo unspecified)	35	22
O=C(OCc1ccc(Cl)c(Cl)c1)c1cnccn1	3	37
Cc1cc(C)n2nc(S(=O)(=O)NCCc3ccccc3)nc2n1	-108	98
Cc1cc(C(=O)NCCC2=CCCCC2)no1	3	19
Cc1ccc(C2C(C#N)=C(N)Oc3n[nH]c(-c4cccs4)c32)cc1 (stereo unspecified)	-33	24
CCCC(=O)Nc1cc2c(cc1C(=O)c1ccccc1)OCCO2	14	39
Cc1ccc(-c2nnn(CC(=O)N(Cc3cccs3)C(C(=O)NC(C)(C)C)c3ccco3)n2)o1 (stereo unspecified)	40	22
CN1/C(=C\C(=O)COC(=O)C2COc3ccccc3O2)C(C)(C)c2ccccc21 (stereo unspecified)	-80	66
CCn1c(SCC(=O)Nc2nccs2)nnc1-c1ccccc1	9	17
Cc1ccc(O)c(CC(C)C)n1	-28	26
COC(=O)C1C2C=CC3(CN(c4cccc(C)c4)C(=O)C13)O2 (stereo unspecified)	-57	53
CCCNC(=O)C(NS(=O)(=O)c1cccc2nsnc12)c1ccccc1 (stereo unspecified)	13	32
O=C(Nc1cccc(C(F)(F)F)c1)C1CCCN1S(=O)(=O)c1cccc2cccnc12 (stereo unspecified)	-21	41
CCOc1cc(CNC(C)(C)CO)cc(Br)c1OCc1ccc(Cl)cc1Cl	10	27
Cc1csc(NC(=O)c2cc(C)oc2C)n1	-8	43
CCC(C)NC(=O)Cn1cccc1C(=O)c1ccccc1 (stereo unspecified)	42	12
CCCCCOC(=O)C1=C(C)Nc2nnnn2C1c1ccc(OC)c(OC)c1OC (stereo unspecified)	-1	22
COC(=O)c1ccccc1N(Cc1ccccc1)S(C)(=O)=O	-15	46

Pulled one by one from the entries so far (4):
SMILES	mHtt clearance	mHtt clearance grain fraction
Cc1ccc(-c2nc3sc4c(c3c(=O)n2N)CC(C)(C)OC4)cc1	-21	28
CCOc1cc(C(=O)Nc2ccc(S(=O)(=O)N3CCOCC3)cc2)cc(OCC)c1OCC	14	29
COc1ccccc1NC(=O)Cn1c(=O)oc2ccccc21	2	16
CCOC(=O)c1sc(=S)n2c1[nH]c(=O)c1ccc(C(=O)OC)cc12	10	28

The list goes on.
SMILES	mHtt clearance	mHtt clearance grain fraction
Nc1c(S(=O)(=O)c2cccs2)c2nc3ccccc3nc2n1Cc1ccc2c(c1)OCO2	12	36
COC(=O)c1ccc(NC(=O)CCN2CCN(c3ccccc3)CC2)cc1	13	30
O=S(=O)(NCc1ccccn1)c1ccccc1	41	14
COc1ccc2nc(N3CCCC(O)C3)c(C#N)cc2c1 (stereo unspecified)	-2	19
Cc1cc(C)cc(NC(=O)CCN2CC(C)OC(C)C2)c1 (stereo unspecified)	7	40
CCNc1cc2n(c(=O)n1)CCc1cc(OC)c(OC)cc1-2	-39	29
CCc1ccc2[nH]c(=O)c(CN(CCCN3CCOCC3)C(=O)Nc3ccc(F)cc3)cc2c1	-75	64
O=C1CC(N2CCN(C(c3ccccc3)c3ccccc3)CC2)C(=O)N1 (stereo unspecified)	-2	21
CO/N=C/NC(=O)N1OC[C@@H]2COc3ccc4ccccc4c3[C@@H]21	-5	22
CN1OC2C(=O)N(c3ccccc3)C(=O)C2C1c1ccc(F)cc1 (stereo unspecified)	26	22
Cc1ccc(C(=O)NCc2ccc(Cl)c(Cl)c2)o1	55	9.2
CCCCOC(=O)Nc1nc(CC(=O)OCC)cs1	42	9.5
Cc1ccc(S(=O)(=O)NC(CC(=O)NCc2ccco2)c2ccco2)cc1 (stereo unspecified)	18	30
CCCCC(=O)Nc1ccc(N2CCN(S(C)(=O)=O)CC2)cc1	52	9.3
O=C(CN1C(=O)NC(Cc2ccccc2)C1=O)Nc1ccccc1 (stereo unspecified)	-10	21
CCOC(=O)c1[nH]c2cc3c(cc2c1NC(=O)CN1CCC2(CC1)OCCO2)OCO3	42	21
Cc1ccc(C)c(N2CCN(C(=O)CC3Sc4ccccc4NC3=O)CC2)c1 (stereo unspecified)	0	21
Cc1csc(SCC(=O)c2ccc(S(=O)(=O)N3CCOCC3)cc2)n1	10	36
COc1ccc(-c2cc(-c3ccccc3O)[nH]n2)cc1	-5	39
CCOC(=O)C1=C(C)Nc2ccccc2N=C1NC(=O)c1cccc(S(=O)(=O)N(C)C)c1	-29	45
COC(=O)c1cnn2c3c(c(C)nc12)CCCC3	-100	36
O=C(Nc1ccc(Cl)cn1)c1cccc(F)c1	17	33
CC(C)(C)NC(=O)CSc1nnc(-c2ccncc2)n1Cc1ccccc1	-7	43
Cc1ccc(O)c(-c2cc(C(F)(F)C(F)F)nc(-c3ccccc3)n2)c1	25	15
COc1ccccc1-c1nnc(NC(=O)c2ccc(S(=O)(=O)N(C)Cc3ccccc3)cc2)o1	0	18

In the list so far, these have a tert-butyl group:
SMILES	mHtt clearance	mHtt clearance grain fraction
Cc1ccc(-c2nnn(CC(=O)N(Cc3cccs3)C(C(=O)NC(C)(C)C)c3ccco3)n2)o1 (stereo unspecified)	40	22
CC(C)(C)NC(=O)CSc1nnc(-c2ccncc2)n1Cc1ccccc1	-7	43

Remaining list, next part
SMILES	mHtt clearance	mHtt clearance grain fraction
Cc1nnc(NC(=O)CSc2ccccn2)s1	3	36
N#C/C(=C\c1ccccc1Cl)C(=O)NC(=O)Oc1ccccc1	-43	30
CCOC(Cn1c(CCCO)nc2ccccc21)OCC	-7	22
CCN(CC)c1ccc(NC(=O)CN2C(=O)CC(C)(C)S(=O)(=O)c3ccccc32)c(C)c1	-70	57
CCc1c(C)sc(NC(=O)c2ccc(Br)o2)c1C(=O)OC	-25	22
O=C(CSc1nnc(-c2cccnc2)n1CCc1ccccc1)NCc1ccccc1	-84	34
CCOc1cccc2c1OC1(C)CC2NC(=O)N1c1cccc(F)c1 (stereo unspecified)	22	28
Cc1cc(C)n2nc(SCC(=O)c3ccc[nH]3)nc2n1	-48	32
OCC(CO)(CO)N=Cc1c(O)ccc2ccccc12	-2	39
COc1ccc(CCNc2nc(-c3ccco3)cc(C(F)(F)F)n2)cc1OC	3	36
COc1ccc(/C=N/NC(=O)c2sccc2OCc2ccc(F)cc2)cc1OC	15	38
COc1ccc(C2CC(=O)c3c(C)nc(N4CCN(c5ccccc5)CC4)nc3C2)cc1 (stereo unspecified)	-10	43
COCCN(C(=O)c1csnn1)C(C(=O)NC1CCCCC1)c1cccs1 (stereo unspecified)	23	36
C=CCNC(=O)CCCOc1cc(C)ccc1C	8	15
O=S(=O)(NCc1ccc2c(c1)OCO2)c1cccc2cccnc12	-25	26
O=C(c1ccco1)N1CCN(C(=O)c2cnn3cccnc23)CC1	12	18
Cc1ccc(NC(=O)CCn2c(=O)oc3ccccc32)cc1	66	14
COc1ccc(OCC(=O)Nc2ncc3c(n2)CC(C)(C)CC3=O)cc1	38	22
Cc1cc(C=C2C(=O)c3ccccc3C2=O)c(C)n1-c1ccc(Cl)cc1	-18	42
Cn1c(-c2ccc3c(c2)OCO3)cnc1NCc1cccc(Cl)c1	39	21
CC(C)c1ccc(N2C(=O)CC(Sc3ncn[nH]3)C2=O)cc1 (stereo unspecified)	-9	41
CS(=O)(=O)N(CC(=O)NC1CCCCC1)c1cccc(Cl)c1	-13	23
O=c1cc(CO)oc(C(Nc2ccccn2)c2ccsc2)c1O (stereo unspecified)	-18	48
Cc1[nH]c(=O)[nH]c(=O)c1S(=O)(=O)N1c2ccc(F)cc2CCC1C (stereo unspecified)	-16	21
COc1ccccc1CN1CC(C(=O)NC2CCCCC2)CC1=O (stereo unspecified)	-1	21
COc1ccc(Cl)cc1NC(=O)N(C)Cc1c(C)nn(C)c1C	-23	24
O=C(Cn1nnc(-c2ccccc2NC(=O)c2ccccc2F)n1)NCc1ccco1	-5	40
